Screens as filed in PubChem BioAssay.
Dynein cargo inh: blocks dynein driven cargo transport along microtubules; 3617.4 mouse cells, GR-EGFP nuclear translocation imaging; test concentration mostly 20 µM; stimulated with dexamethasone, 1 µM; active compounds read low; z-score, hits read low; 0.47% of 220,000 active;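 active = plate z-score of nuclear minus cytoplasmic receptor signal below a set negative limit, without overly bright fluorescence or cell loss, cut at about -3.5 in these data, passing the limit was not always enough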;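 also: z-score of nuclear minus cytoplasmic ring GR-EGFP intensity difference per well; some compounds called inactive have numbers as strong as hits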
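Buffer or medium: tet-free medium with charcoal-stripped serum / Also added: dexamethasone agonist, 1.0 µM final, for 30 min / Timing: induction 48 h, compound 1 h, agonist 30 min / Measured by: high-content fluorescence imaging after fixation / Read-out: nuclear-to-cytoplasmic GR-EGFP distribution per well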
P. falciparum M1AAP: P. falciparum M1AAP inhibitors, biochemical, fluorogenic H-Leu-NHMec substrate, 1536-well (AID 1445); recombinant M1AAP, H-Leu-NHMec fluorogenic kinetic assay; higher % means a stronger effect; inhibition, % at 30 µM, or IC50 in µM where a hit was titrated; 0.42% of 220,000 active;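 active = primary inhibition above the hit cutoff, then over 50% inhibition at one or more dose response concentrations, cut at about 23% in these data, passing the limit was not always enough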;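 also: plate controls were DMSO full reaction for no effect and no enzyme background for full effect; strong numbers were not always called active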
AID2073: inhibitors of Mint1-CaV2.2 protein interaction, biochemical, HTRF (AID 2073); HTRF protein-protein interaction, Mint1-CaV2.2; higher % means a stronger effect; inhibition, % at 20 µM; hits with a dose series show IC50 in µM; 0.19% of 290,000 active; in the data active = inhibition mostly above about 51%, no sharp cut-off; also: some results filed as inactive read as strong as hits
PMI inhibitors: MPI enzyme activity inhibition – biochemical, fluorescence intensity, coupled assay, primary screen (AID 1209). purified PMI enzyme, coupled fluorescence intensity; higher % means a stronger effect. inhibition, % at 20 µM; hits with a dose series show IC50 in µM. 0.42% of 190,000 active;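 also: plate controls were DMSO vehicle for no effect and wells lacking substrate for full effect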
SIAH1 antagonists: Siah-1 peptide-binding antagonists, primary screen, biochemical, fluorescence polarization, rhodamine-plectin, uHTS (AID 1817); Siah-1 / rhodamine-plectin peptide fluorescence polarization; higher % means a stronger effect; one-dose displacement, % at 20 µM; IC50 in µM for titrated hits; 0.02% of 290,000 active;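 active = displacement of at least 50% at 20 µM, with a fluorescence ratio check between 0.3 and a set limit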;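 also: plate controls were Siah plus tracer with DMSO for no effect and tracer alone without Siah for full effect; strong numbers were not always called active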
XIAP displacement: small molecules displacing peptide from XIAP – biochemical, IAP family, fluorescence polarization (AID 1018); displacement, % at 20 µM, or IC50 in µM where a hit was titrated; XIAP BIR domain, fluorescence polarization peptide displacement; higher % means a stronger effect; 0.007% of 200,000 active; in the data active = displacement above about 50%; also: a part of the inactive calls stands beside numbers as strong as those of hits
human PMI inhibitors: MPI inhibition at elevated mannose 6-phosphate – biochemical, fluorescence intensity, high mannose 6-phosphate, primary screen (AID 1220); recombinant PMI enzyme, coupled fluorescence intensity; higher % means a stronger effect; inhibition, % at 20 µM; hits with a dose series show IC50 in µM; 0.66% of 190,000 active
LYP inhibition: inhibitors of LYP phosphatase, biochemical, fluorescence intensity, uHTS (AID 1779); recombinant LYP phosphatase, fluorescence intensity; higher % means a stronger effect; one-dose inhibition, % at 11.5 µM; IC50 in µM for titrated hits; 0.054% of 290,000 active;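 also: plate controls were vehicle with enzyme for no effect and no enzyme for full effect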
P. falciparum M17LAP: P. falciparum M17LAP inhibitors, primary screen, biochemical, fluorogenic H-Leu-NHMec substrate, 1536-well (AID 1619) | recombinant M17LAP, H-Leu-NHMec fluorogenic kinetic assay; higher % means a stronger effect | inhibition, % at 30 µM; hits with a dose series show IC50 in µM | 0.38% of 220,000 active;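 active = compound inhibiting the enzyme by more than half at any dose during confirmatory dose-response retesting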;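 also: plate controls were full reaction with DMSO carrier for no effect and no enzyme background for full effect; strong numbers were not always called active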
Dynein cargo inh cytoplasmic EGFP: also measured in Dynein cargo inh; calls as there; z-score; measured here: cytoplasmic GR-EGFP intensity; active compounds read high
Dynein cargo inh nuclear GR-EGFP: also measured in Dynein cargo inh; calls as there; z-score; measured here: nuclear GR-EGFP intensity;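 lower value marks the stronger effect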
Dynein cargo inh cell count: further read-out of Dynein cargo inh, marked with its call; z-score; measured here: cell count per field
Numbers without * were called inactive; i = inactive; . = no result given. Rule as the data show it, unless noted: active = inhibition above about 50%; inactive = the rest.

SMILES	Dynein cargo inh	Dynein cargo inh cytoplasmic EGFP	Dynein cargo inh nuclear GR-EGFP	Dynein cargo inh cell count	P. falciparum M1AAP	AID2073	PMI inhibitors	SIAH1 antagonists	XIAP displacement	human PMI inhibitors	LYP inhibition	P. falciparum M17LAP
COc1cccc2sc(NC(=O)c3ccc(S(=O)(=O)N4CCOCC4)cc3)nc12	1.1	-0.29	0.71	0.71	5%	41%	21%	-2%	-5.8%	22%	-2%	-7%
Cc1cccc(C)c1NC(=O)c1sccc1SCc1cccc(C(F)(F)F)c1	-0.76	-0.17	-0.07	0.43	2%	1%	14%	-1%	-1.7%	6%	-1%	-8%
CC(C)(C)c1ccc(C(=O)/C(C#N)=C/c2cccs2)cc1	0.4	-0.28	0.2	0.52	3%	-4%	.	-5%	.	.	0%	3%
Cc1ccc(N(CC(=O)NCCSc2ccccn2)S(C)(=O)=O)cc1	0.52	0.45	0.3	-0.96	2%	-16%	-4%	1%	-16%	10%	-4%	14%
Cc1ccc(C(=O)Oc2ccc(C(=O)COC(=O)C3CC(=O)N(Cc4ccco4)C3)cc2)cc1 (stereo unspecified)	0.21	-0.23	0.28	-0.45	8%	42%	-20%	22%	-2.6%	-32%	0%	20%
O=C(Nc1nc(-c2ccccc2)cs1)c1cccnc1	-0.83	-0.11	-0.3	1.1	-2%	8%	-2%	1%	-7.8%	-8%	-6%	-8%
O=C(NC(=S)NCC1CCCO1)c1ccccc1[N+](=O)[O-] (stereo unspecified)	-0.6	-0.27	-0.26	0.66	-2%	-11%	-5%	1%	-8.3%	-6%	-5%	-7%
Cc1cc(C)n(C2CC(=O)N(c3cccc(Cl)c3)C2=O)n1 (stereo unspecified)	-0.39	-0.25	-0.26	0.19	-8%	3%	-1%	-1%	-1.8%	-11%	-7%	10%
COC(=O)N/N=C/c1cc(C)n(-c2ccc(F)cc2)c1C	-0.69	-0.29	-0.21	-0.054	8%	-11%	-3%	3%	-1.9%	2%	-8%	0%
CCc1ccc(CCC(=O)Nc2ccccc2C(=O)O)o1	1.4	-0.51	0.71	-0.0076	-6%	-15%	-1%	0%	-5.0%	-2%	-7%	5%
CN(C)c1nc(C(=O)O)nc(N2CCOCC2)n1	-0.52	0.0025	-0.11	-0.051	3%	6%	.	10%	.	.	-2%	10%
Cc1ccc2nc(C(F)OC(F)(F)F)[nH]c2c1 (stereo unspecified)	0.24	-0.23	0.19	-0.066	-4%	1%	15%	-4%	-0.4%	2%	-9%	-3%
Cc1ccc(S(=O)(=O)N2CCOCC2)cc1C(=O)NCc1cn2ccsc2n1	0.82	-0.2	0.044	0.018	8%	10%	-8%	0%	0.6%	-12%	-9%	-3%
COc1cc(NC(=S)NCc2cccs2)cc(OC)c1	-0.25	-0.3	-0.45	0.28	1%	2%	7%	6%	-5.0%	10%	0%	7%
CCOc1ccccc1NC(=O)CN(c1nccs1)S(=O)(=O)c1ccc(N)cc1	-0.35	-0.2	0.086	-0.22	4%	13%	2%	2%	-6.5%	-9%	-5%	-1%
CC(C)C[C@H](NC(=O)OC(C)(C)C)c1n[nH]c(=S)n1N	-0.082	-0.26	0.085	0.76	-2%	-20%	-4%	0%	-0.7%	25%	1%	3%
CN1CCc2nc3sc(C(=O)C45CC6CC(CC(C6)C4)C5)c(N)c3cc2C1	-0.39	2.2	0.11	-0.39	-1%	-20%	-19%	0%	13%	-41%	-7%	4%
O=C(Nc1ccccc1)N1CCN(c2ccc(F)cc2)CC1	1.9	-0.15	0.97	-1.7	10%	22%	11%	1%	-11%	10%	-5%	17%
Cc1ccc([N+](=O)[O-])cc1-c1ccc(/C=N\n2nnnc2N)o1	-0.27	-0.026	0.54	-1.4	15%	16%	-3%	26%	-1.7%	-5%	1%	15%
CC(C)NS(=O)(=O)c1ccc(OCC(=O)Nc2ccc(F)cc2)cc1	-0.34	-0.23	-0.13	0.14	-2%	0%	-2%	7%	-1.2%	1%	-3%	1%

Reprinted at random: two compounds from above.
SMILES	Dynein cargo inh	Dynein cargo inh cytoplasmic EGFP	Dynein cargo inh nuclear GR-EGFP	Dynein cargo inh cell count	P. falciparum M1AAP	AID2073	PMI inhibitors	SIAH1 antagonists	XIAP displacement	human PMI inhibitors	LYP inhibition	P. falciparum M17LAP
COC(=O)N/N=C/c1cc(C)n(-c2ccc(F)cc2)c1C	-0.69	-0.29	-0.21	-0.054	8%	-11%	-3%	3%	-1.9%	2%	-8%	0%
O=C(NC(=S)NCC1CCCO1)c1ccccc1[N+](=O)[O-] (stereo unspecified)	-0.6	-0.27	-0.26	0.66	-2%	-11%	-5%	1%	-8.3%	-6%	-5%	-7%

Back to the main list; the two compounds before the break are reprinted first.
SMILES	Dynein cargo inh	Dynein cargo inh cytoplasmic EGFP	Dynein cargo inh nuclear GR-EGFP	Dynein cargo inh cell count	P. falciparum M1AAP	AID2073	PMI inhibitors	SIAH1 antagonists	XIAP displacement	human PMI inhibitors	LYP inhibition	P. falciparum M17LAP
Cc1ccc([N+](=O)[O-])cc1-c1ccc(/C=N\n2nnnc2N)o1	-0.27	-0.026	0.54	-1.4	15%	16%	-3%	26%	-1.7%	-5%	1%	15%
CC(C)NS(=O)(=O)c1ccc(OCC(=O)Nc2ccc(F)cc2)cc1	-0.34	-0.23	-0.13	0.14	-2%	0%	-2%	7%	-1.2%	1%	-3%	1%
CCN(Cc1ccccc1)C(c1cccs1)c1nnnn1C1CCCCC1 (stereo unspecified)	-1.6	-0.24	-0.4	0.79	-2%	-3%	7%	0%	-3.3%	3%	-7%	1%
CC(=O)C1=C(C)N(Cc2ccco2)C(=O)C1(NC(=O)C1CCCCC1)C(F)(F)F (stereo unspecified)	-0.072	0.082	0.044	1.2	0%	9%	3%	-3%	-3.4%	-1%	-7%	9%
CCN(CC)CCCNC(=O)C(C)Sc1nc(-c2ccccc2)cc(C(F)(F)F)n1 (stereo unspecified)	-0.61	0.23	0.5	-0.033	0%	6%	.	0%	.	.	-10%	1%
Cc1cnc(C(=O)OCC(=O)NC(C)CCc2ccccc2)cn1 (stereo unspecified)	0.65	-0.088	0.42	-0.75	5%	-4%	9%	-2%	-4.5%	11%	-2%	3%
COc1ccc(S(=O)(=O)N2CCCC(C(=O)NCc3ccccn3)C2)cc1 (stereo unspecified)	0.26	-0.24	0.23	0.97	-3%	4%	14%	-1%	-4.5%	9%	-3%	-8%
c1ccc(-c2noc(-c3cccs3)n2)nc1	0.013	-0.1	0.11	-0.37	11%	-5%	-13%	-2%	-2.4%	-16%	1%	11%
COc1ccc(OCC(O)Cn2c(=N)n(Cc3ccccc3)c3ccccc32)cc1 (stereo unspecified)	i	.	.	-4.6	2%	-6%	3%	6%	-4.3%	4%	0%	4%
COC(=O)c1[nH]c2cc(OC)c(OC)cc2c1NC(=O)Oc1ccccc1	2.8	-0.21	1.3	-1.1	0%	-37%	17%	-1%	-4.5%	12%	-6%	5%
CC1(c2nnc(Cc3ccccc3)o2)CC(c2ccc([N+](=O)[O-])cc2)=NO1 (stereo unspecified)	-0.61	-0.78	-0.13	0.89	-7%	-8%	.	7%	.	.	-6%	8%
COc1cccc(-c2cc3c(-n4cccc4)ncnc3o2)c1	-0.35	-0.23	-0.89	0.077	3%	2%	11%	1%	-0.1%	7%	-6%	5%
CCN(CC)S(=O)(=O)c1ccc2c(c1)nc(CCC(=O)Nc1ccc(N3CCOCC3)cc1)n2C	1.3	-0.065	0.6	-0.56	-6%	32%	4%	0%	-3.2%	9%	-8%	31%
CCNC(=O)NC(=O)C(C)OC(=O)CCCSc1nc2ccccc2s1 (stereo unspecified)	0.28	-0.24	0.22	0.61	-2%	-1%	-9%	-1%	-5.7%	-11%	-13%	-11%
O=C(CN(C(=O)CNS(=O)(=O)c1ccccc1)c1ccc2c(c1)OCCO2)NCc1ccco1	-0.42	-0.073	0.027	0.14	4%	1%	-3%	4%	-3.0%	-2%	-2%	-4%
COc1ccc(C(=O)N2CCCC(c3ccccc3)=N2)cc1	-0.4	-0.078	-0.47	0.44	1%	7%	1%	-2%	-5.9%	5%	2%	8%
Cn1c(S(=O)(=O)O)nc2ccccc21	-1.3	-0.21	-0.48	1.2	0%	-6%	.	6%	.	.	-7%	0%
CC(=O)/C(=N/Nc1ccc(C)cc1)Sc1nnc(CCc2ccccc2)n1-c1ccccc1	-0.43	-0.26	-0.53	0.12	6%	-2%	14%	4%	-7.8%	6%	6%	14%
CC(O)[C@@H](C(=O)N1CCNCC1)n1cc(CCCCN)nn1 (stereo partly specified)	-0.29	-0.25	0.1	-0.0049	5%	6%	4%	5%	-4.0%	9%	-12%	0%
C(=N\Nc1ccccn1)/c1c[nH]c2ccccc12	-0.41	-0.23	0.38	0.25	6%	-9%	.	-5%	.	.	-9%	-13%
O=C(Cn1cc(C(=O)c2ccco2)c2ccccc21)NC1CCCCC1	-0.71	-0.05	-0.24	0.41	0%	12%	-4%	6%	-5.3%	-6%	0%	4%
Cc1cc(=O)oc(C)c1C(=O)NCc1ccc(F)cc1	0.63	-0.3	0.16	-0.21	0%	0%	4%	-4%	-0.3%	8%	4%	8%
COc1cc(-c2nc3ccccn3c2/N=C/c2cccc(F)c2)ccc1O	-0.55	-0.24	-0.25	0.4	6%	28%	23%	-2%	-1.3%	30%	-7%	2%
c1ccc(CCn2nnnc2C(c2cccnc2)N2CCOCC2)cc1 (stereo unspecified)	-0.41	-0.11	-0.17	0.67	8%	9%	-9%	-3%	-6.1%	-1%	-4%	11%
CCNC(=O)C1CC(=O)N(Cc2ccc(F)cc2)C(=Nc2ccc(OC)cc2)S1 (stereo unspecified)	-0.57	-0.22	-0.21	0.12	-1%	-7%	4%	-3%	-4.1%	7%	-9%	-3%
Cc1sc2ncnc(SCC(=O)NC(C)(C)C)c2c1C	-0.82	-0.32	-0.34	0.5	5%	10%	6%	0%	1.4%	4%	9%	5%
COCCNC(=S)N1CCN(C/C=C/c2ccccc2)CC1	0.11	-0.2	0.26	0.11	-2%	-9%	7%	-1%	-3.4%	8%	1%	-1%
CCOc1cc2c(cc1C=O)OC(C)C2 (stereo unspecified)	2.3	-0.27	1	-0.88	8%	9%	2%	4%	-2.0%	7%	-4%	7%
COc1ccc(/C=C/C(=O)NCCC(=O)N2CCCN(C)CC2)cc1	-0.61	-0.32	-0.28	0.89	-1%	-5%	-8%	-2%	-16%	4%	-6%	0%
CCCCN1CC(COc2ccccc2)OC1=O (stereo unspecified)	0.56	-0.19	0.47	-0.59	3%	-7%	6%	-6%	-4.2%	-3%	-4%	-9%
COc1ccccc1/C=N/NC(=O)c1ccc(=O)n(C)c1	0.29	-0.29	-0.19	0.11	3%	3%	16%	0%	3.9%	7%	-2%	11%
